KB-3-1 tox – kills parental KB-3-1 adenocarcinoma cells; KB-3-1 viability, CellTiter-Glo ATP luminescence, 72 h; Potency, µM (top dose mostly 46.1 µM), inactives show top-dose activity change, negative = cytotoxic, actives largely listed as cytotoxic; actives 1.4% (n = 400,000); AID 1347075; also: potency is read from the fitted curve at half-maximal effect; % is scaled to controls: 0 for no effect and ±100 for the full control effect; nearly all actives have a fitted effect of over 60% in size
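Parental KB-3-1 viability, qHTS format: 72 h compound exposure, 37 °C; CellTiter-Glo; media-only wells and DMSO plates as controls; concentration-effect fits on corrected data.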
D3 ag – agonists of human D3 dopamine receptor | P35462 | D3R DiscoveRx beta-arrestin cells, luminescence, 90 min | max activation, % | actives 0.58% (n = 410,000); in the data active = max activation above about 30%; also: 0% is about no effect; mostly tested at two doses, the higher about 12 µM
Target sequence (P35462 whole entry, looked up): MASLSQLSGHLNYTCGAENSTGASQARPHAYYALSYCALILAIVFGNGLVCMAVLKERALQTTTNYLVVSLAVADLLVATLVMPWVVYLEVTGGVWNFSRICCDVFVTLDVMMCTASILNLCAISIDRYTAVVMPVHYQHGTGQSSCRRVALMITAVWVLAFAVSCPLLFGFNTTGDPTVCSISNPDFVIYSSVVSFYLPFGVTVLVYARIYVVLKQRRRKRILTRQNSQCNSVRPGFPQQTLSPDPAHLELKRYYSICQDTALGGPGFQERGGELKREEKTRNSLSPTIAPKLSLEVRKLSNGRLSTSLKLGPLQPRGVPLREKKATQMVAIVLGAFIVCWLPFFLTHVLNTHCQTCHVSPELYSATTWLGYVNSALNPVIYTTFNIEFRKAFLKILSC
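Agonist-mode cell screen: cells plated at 1500/well and incubated overnight at 37 °C, then exposed to library compounds for 90 min at 37 °C. Detection reagent was added for 30–60 min at room temperature, and luminescence was read.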
KB-V1 cytotox – kills drug-selected multidrug resistant KB-V1 cells; KB-V1 MDR cells viability, CellTiter-Glo, 72 h; Potency, µM (series often up to 46.1 µM), inactives show at the top dose activity change, negative = cytotoxicity, hits mostly cytotoxic; actives 3.4% (n = 400,000); AID 1347076; also: potency is read from the fitted curve at half-maximal effect; % is scaled to controls: 0 for no effect and ±100 for the full control effect; nearly all actives have a fitted effect of over 60% in size
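qHTS viability screen in drug-selected KB-V1 MDR cells: 72 h compound treatment at 37 degrees C, ATP luminescence end point.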
HT1080 IDH1KD tx – kills HT-1080 cells with IDH1 knockdown; HT-1080 IDH1 knockdown viability, ATP luminescence, 48 h; Potency, µM (doses to about 46.1 µM), for inactives: top-dose activity, negative = toxicity, hits mostly cytotoxic; actives 2% (n = 360,000); AID 686971;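 also: potency is read from the fitted curve at half-maximal effect; 0% = DMSO wells and -100% = cell-free medium wells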
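Using the IDH1-knockdown HT-1080 line run in the same batch and compound series as the NT line, viability after 48 h at 37 °C was determined by CellTiter-Glo luminescence and expressed as % activity.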
IL1B secr inh – blocks inflammasome-driven IL-1 beta release; THP-1 LPS/ATP IL-1B secretion, AlphaLISA, 16 h; active compounds read low; activity change, % at 57.5 µM; actives 4.7% (n = 360,000); in the data active = activity change below about -50%; inconclusive = mostly about -30% to -49%; also: % is scaled to controls: 0 for no effect and ±100 for the full control effect
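THP-1 cells pretreated 1 hr with compounds (up to 57.5 uM final), then stimulated with LPS (250 ng/mL final) plus ATP (1.25 mM final); secreted IL-1B measured by AlphaLISA after 16 hr, decreased signal indicating inhibition.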
MCF10A rerep – inducers of DNA re-replication in MCF 10A breast cells; Potency, µM (series often up to 46.1 µM), for the others: top-dose activity, positive = re-replication, most hits filed as activators; actives 2.9% (n = 350,000); MCF 10A DNA re-replication, Hoechst nuclear intensity, 48 h; also: potency is read from the fitted curve at half-maximal effect; % of control where 0% means no effect; nearly all actives have a fitted effect of over 50% in size
GLP1R cytotox – cytotoxicity in counter-screen for GLP-1R inverse agonists; HEK293 cAMP-luciferase reporter cells, luminescence, 24 h; Potency, µM (titrated, usually from 38.3 µM), inactives show at the highest dose activity change, negative = inhibition, usual class: inhibitors; actives 0.13% (n = 410,000); AID 624418;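 also: loss of luciferase light is scored as toxicity; potency is read from the fitted curve at half-maximal effect; % is scaled to controls: 0 for no effect and ±100 for the full control effect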
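Here, cytotoxicity is scored as loss of luminescence. The MLSMR collection was tested on cells seeded in medium containing 10% Nu serum, with a 24 hr compound exposure preceded by 12 hours of culture.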
SW480 rereplic – inducers of DNA re-replication in SW480 colon cancer cells; SW480 DNA re-replication, Hoechst DNA content imaging, 48 h; Potency, µM (highest dose often 46.1 µM), inactives show at the highest dose re-replication activation, usual class: activators; actives 1.8% (n = 340,000); AID 624297; also: potency is read from the fitted curve at half-maximal effect; % of control where 0% means no effect; nearly all actives have a fitted effect of over 55% in size
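Image-based DNA-content assay: after two days of treatment, nuclei were labelled with the DNA dye Hoechst and imaged, and hits were compounds raising the count of nuclei showing high fluorescence intensity.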
HT1080-NT tox – kills 2HG-producing HT-1080-NT fibrosarcoma cells | AID 686970 | HT-1080-NT fibrosarcoma viability, CellTiter-Glo ATP luminescence, 48 h | Potency, µM (doses to about 46.1 µM), for inactives: top-dose activity, negative = less viability, usual class: cytotoxic | actives 1.6% (n = 360,000);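 also: NT is the 2HG producing partner of a matched IDH1 knockdown line; potency is read from the fitted curve at half-maximal effect; 0% = DMSO-treated cells and -100% = media-only wells without cells; nearly all actives have a fitted effect of over 55% in size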
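Viability of the 2HG-overproducing fibrosarcoma line after 48 hours of compound exposure at 37 degrees C was determined by luminescence with CellTiter-Glo, and concentration-effect curves were then fitted and categorized.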
An asterisk follows results filed as active; ? = inconclusive; / = not tested or not shown; & = joins results of further samples; [ ] = another dose, or the depositor's remark. Unless noted, calls follow the shape of the dose curve; as a rule, active = well fitted curve in the direction sought with a large enough effect; inconclusive = small, poorly fitted or top-dose-only effect, or another doubt; inactive = no such curve, though single readings can be large; an effect the other way counts as inactive or inconclusive. No enrichment for hits; about 11% have a hit in one of these screens.

SMILES	KB-3-1 tox	D3 ag	KB-V1 cytotox	HT1080 IDH1KD tx	IL1B secr inh	MCF10A rerep	GLP1R cytotox	SW480 rereplic	HT1080-NT tox
CCOC(=O)C1C(c2ccccc2)N(C)OC1(O)C(F)(F)F (stereo not drawn)	11%	19	?	15%	10	-36%[inhibitor]	8%	3%	15%
CC1CCN(S(=O)(=O)c2ccc3c(c2)N(CC(=O)NCCCN2CCCCC2C)C(=O)CS3)CC1 (stereo not drawn)	0%	-5&-16	?	12%	?	7%	-4%&5%	1%	2%
CN(C(=O)c1ccccc1)c1nc2ccccc2s1	-4%	-1	-17%	-1%	-9	5%	-2%	1%	-2%
CCCCC[C@@H](C)N1C[C@H](COCc2ccccc2)Oc2cc(N3CC[C@@H](O)C3)ccc2S1(=O)=O	?	-3	-32%	?	-13	/	-38%	/	?
CCOC(=O)c1nc(C)sc1-c1ccnn1S(=O)(=O)c1ccccc1C(F)(F)F	1%	7	-5%	-12%	25	2%	-8%	-8%	-16%
Cc1nn(Cc2noc(C(=O)NCc3ccccn3)n2)c(C)c1Br	27%	4	-4%	-11%	14	-2%	-2%	21%	-22%
CC(O)c1cccc(NC(=O)C2CCCCC2)c1 (stereo not drawn)	-8%	1	-16%	4%	6	21%	-1%	3%	9%
CC(C)=CCC[C@H](C)C[C@@H]1CC2=C(C(=O)OC(C)(C)O2)[C@H](c2ccc(Cl)cc2)O1	0%	5	8%	2%	11	/	4%	/	2%
S=C(NCCCc1ccccc1)NCc1ccccc1	14%	-10	17%	-10%	11	9%	?	-3%	-7%
O=C(N/C=C/c1ccco1)Nc1cccc(Cl)c1	3%	0	-36%	-1%	-26	?	3%	-8%	-1%
CCCCCCn1nc(C(=O)OCC(=O)c2c(N)n(C)c(=O)n(C)c2=O)c2ccccc2c1=O	1%	32*	1%	4%	?	?	-12%	8%[1.84 µM]	1%
COc1ccc(OCCCC(=O)OCC(=O)Nc2sccc2C(N)=O)cc1	0%	-9	-3%	-6%	-8	-10%	22%	-52%[inhibitor]	2%
COC(=O)c1cc2sccc2n1Cc1c(C)cc(C)cc1C	3%	-5	17%	/	/	/	5%	/	/
O=S1(=O)N[C@@H](Cc2ccccc2)COc2cc(N3CCC[C@@H]3CO)ccc21	-26%	0	?	?	67	/	-3%	/	-8%
Cc1nc(C(F)(F)F)ccc1C(=O)Nc1ccccc1F	10%	8	5%	22%	-5	-2%	5%	-13%	25%

An excerpt from above in order of SMILES length, smallest number first.
SMILES	KB-3-1 tox	D3 ag	KB-V1 cytotox	HT1080 IDH1KD tx	IL1B secr inh	MCF10A rerep	GLP1R cytotox	SW480 rereplic	HT1080-NT tox
S=C(NCCCc1ccccc1)NCc1ccccc1	14%	-10	17%	-10%	11	9%	?	-3%	-7%
CC(O)c1cccc(NC(=O)C2CCCCC2)c1 (stereo not drawn)	-8%	1	-16%	4%	6	21%	-1%	3%	9%
CN(C(=O)c1ccccc1)c1nc2ccccc2s1	-4%	-1	-17%	-1%	-9	5%	-2%	1%	-2%
O=C(N/C=C/c1ccco1)Nc1cccc(Cl)c1	3%	0	-36%	-1%	-26	?	3%	-8%	-1%
Cc1nn(Cc2noc(C(=O)NCc3ccccn3)n2)c(C)c1Br	27%	4	-4%	-11%	14	-2%	-2%	21%	-22%
COc1ccc(OCCCC(=O)OCC(=O)Nc2sccc2C(N)=O)cc1	0%	-9	-3%	-6%	-8	-10%	22%	-52%[inhibitor]	2%
CCOC(=O)c1nc(C)sc1-c1ccnn1S(=O)(=O)c1ccccc1C(F)(F)F	1%	7	-5%	-12%	25	2%	-8%	-8%	-16%
O=S1(=O)N[C@@H](Cc2ccccc2)COc2cc(N3CCC[C@@H]3CO)ccc21	-26%	0	?	?	67	/	-3%	/	-8%
CCCCCCn1nc(C(=O)OCC(=O)c2c(N)n(C)c(=O)n(C)c2=O)c2ccccc2c1=O	1%	32*	1%	4%	?	?	-12%	8%[1.84 µM]	1%
CC(C)=CCC[C@H](C)C[C@@H]1CC2=C(C(=O)OC(C)(C)O2)[C@H](c2ccc(Cl)cc2)O1	0%	5	8%	2%	11	/	4%	/	2%
CCCCC[C@@H](C)N1C[C@H](COCc2ccccc2)Oc2cc(N3CC[C@@H](O)C3)ccc2S1(=O)=O	?	-3	-32%	?	-13	/	-38%	/	?

(further entries)
SMILES	KB-3-1 tox	D3 ag	KB-V1 cytotox	HT1080 IDH1KD tx	IL1B secr inh	MCF10A rerep	GLP1R cytotox	SW480 rereplic	HT1080-NT tox
S=c1[nH]nc(-c2cc(-c3ccccc3)n[nH]2)n1/N=C/c1ccc(Cl)cc1	-15%	-17	-7%	-32%	105	?	-7%	-2%	-26%
O=C(NCCCn1ccnc1)/C(=C/c1ccco1)NC(=O)c1cccs1	-2%	6	4%	-12%	14	-4%	3%	-3%	13%
CCn1cnc2cc(NCc3nc4ccccc4n3Cc3ccccc3)ccc21	-18%	0	?	-12%	-13	?	-8%	-2%	-22%
CC(=O)N1CCN(c2ccc(NC(=O)c3ccc(Cl)c([N+](=O)[O-])c3)cc2)CC1	13%	8	3%	15%	-52*	?	-4%	0%	11%
CC(=O)C1C(C)CC2C3CCC4CC(=O)CCC4(C)C3CCC21C (stereo not drawn)	-6%	-2	-19%	0%	11	?	-2%	1%	3%
COc1ccccc1C(=O)NC(=O)COC(=O)c1nc2nc(C)cc(C)n2n1	-18%	-5	3%	-2%	4	-1%	-4%	-27%	-6%
Cc1cccc(-n2cnc(C(=O)NNC(=S)Nc3ccccc3)c2)n1	?	20	2%	-20%	16	12%	-1%	?	-1%
COC(=O)CCCC1=CC2=C(c3ccccc3)C(=O)C(C)(OC(=O)C3CCCC3)C(=O)C2=CN1CCc1c[nH]c2ccccc12 (stereo not drawn)	10%	5	12%	10%	-5	4%	-4%	11%[9.22 µM]	0%
COc1ccc(C2C(C#N)=C(N)Oc3cc(C)[nH]c(=O)c32)cc1OC (stereo not drawn)	-21%	-4	-18%	-1%	-27	-1%	-2%	-17%	-4%
CC/C(=N/Nc1ccc(Cl)cc1)c1cnnc(SC)n1	8%	10	26%	25%	-7	10%	-4%	1%	23%
COc1cccc(NC(=S)NNC(=O)c2ccccc2OC(F)F)c1	10%	-20	-27%	-25%	-16	?	5%	18%	-3%[9.24 µM]
CC(=O)N(c1nnc(-c2ccc(C)cc2)s1)C1CCCC1	0%	-13	-5%	2%	-2	?	-1%	6%	4%
CCOC(=O)c1c(NC(=O)C2CC=CCC2C(=O)O)sc(C)c1CC (stereo not drawn)	4%	1	0%	1%	9	10%	4%	-50%[inhibitor]	-4%
CCC(=O)N1CCCC1(C)C(=O)Nc1ccc2scnc2c1 (stereo not drawn)	0%	9	18%	?	47	/	2%	/	?
CC(C)(C)c1ccc(C(=O)Nc2ccc(O)c3c(=O)cc(-c4ccccc4Cl)oc23)cc1	6%	119*	7%	2%	15	0%	?	-14%	7%
CC1Cc2ccccc2N1C(=O)CSc1nc(-c2ccccc2)cs1 (stereo not drawn)	-6%	0	?	-11%	-21	0%	6%	-4%	-2%
COc1ccc(O)c(C(=O)c2cnc3c(c2)c(C)nn3CCO)c1	12%	5	-2%	8%	26	-4%	?	-15%	4%
CCOc1ccc(-c2nnc(N)o2)cc1	-2%	-5	0%	8%	-9	3%	10%	-4%	10%
CCOc1ccc(NC(=O)C(=O)NCC2CCCN2CC)cc1 (stereo not drawn)	2%	-1	13%	3%	-11	?	8%	-4%	0%
CCOC(=O)Cn1c(=N)n(CCOc2cccc(C)c2)c2ccccc21	-1%	-2	0%	-2%	-3	8%	-20%	0%	3%
O=C(c1cn(-c2ccccc2)nc1-c1ccncc1)N1CCCCC1	16%	0	-1%	3%	-16	-3%	-4%	-3%	7%
CC(C)C1C(c2ccccc2)NC(c2ccccc2)CC1(O)c1ccc(F)cc1 (stereo not drawn)	-27%	0	2%	?	0	16µM*	?	?	?
CCOC(=O)c1sc(C)c(C(=O)NCCCN2CCOCC2)c1N	-2%	2	4%	9%	-1	-1%	-9%	-12%	13%
COc1cccc(CNC(=O)COC(=O)c2ccc(C(=O)c3ccccc3)cc2)c1	-1%	-4	6%	?	41	13%	12%	0%	-3%
CCC(C)(C)NC(=O)C(c1ccc(OC)cc1)N(C(=O)CCC(=O)Nc1cc(C)on1)c1cccc(F)c1 (stereo not drawn)	1%	1	-14%	-15%	0	?	-1%	-2%	-7%
Cc1ccc(-c2nc3c(c(=O)[nH]c(=O)n3Cc3ccccc3)n2Cc2ccccc2)o1	-9%	-4	?	-2%	33	?	0%[0.307 µM]	?	-23%
Cc1ccc(OCC(=O)NN2C(=O)c3ccccc3C2=O)cc1	?	2	14%	0%	2	-1%	1%	11%	2%
CCOC(=O)c1cc(-c2ccccc2)n(CC(=O)Nc2ccc(OC)cc2)c1C	-6%	1	7%	-8%	-9	6%	-10%	-2%	-9%
Cc1ccc(C2NC(=O)c3c(sc(C)c3C)N2)c(O)c1 (stereo not drawn)	-2%	1	-4%	-10%	-13	?	16%	21µM*	-14%
